AHR activator: activates the human aryl hydrocarbon receptor; AHR-responsive luciferase reporter cells, luminescence; activation, % at 5 µM; 2.5% of 320,000 active; AID 2796; in the data active = activation above about 47%;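 also: 0% = vehicle wells and 100% = reference agonist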
MCL1-BIM inh: inhibitors of human MCL1 binding to BIM-BH3 peptide; AID 2057; inhibition, % at 10.9 µM; GST-MCL1 / FITC-Bim-BH3 fluorescence polarization; 0.68% of 320,000 active; Q07820;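 active = inhibition above the mean inhibition of all tested compounds plus 3 SD, set per campaign, cut at about 40% in these data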;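 also: 0% = DMSO wells and 100% = unlabeled Bim-BH3 peptide control; higher means more loss of mP so more displacement of Bim peptide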
Target sequence (Q07820 whole entry, looked up): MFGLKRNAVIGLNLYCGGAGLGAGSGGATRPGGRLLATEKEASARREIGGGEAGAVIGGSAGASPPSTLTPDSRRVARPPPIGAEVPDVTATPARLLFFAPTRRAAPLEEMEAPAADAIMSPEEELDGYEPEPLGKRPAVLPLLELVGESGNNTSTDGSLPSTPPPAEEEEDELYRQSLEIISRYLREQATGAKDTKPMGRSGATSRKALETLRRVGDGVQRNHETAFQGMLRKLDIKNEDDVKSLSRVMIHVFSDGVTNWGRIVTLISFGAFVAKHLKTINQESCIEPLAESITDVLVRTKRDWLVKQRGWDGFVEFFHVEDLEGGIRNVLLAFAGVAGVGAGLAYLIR
GLD-1 TGE inh: GLD-1-TGE RNA interaction inhibition (C. elegans). Q17339. purified GLD-1 + fluorescein TGE RNA, fluorescence polarization. inhibition, % at 5.96 µM. 0.44% of 320,000 active. AID 2280;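 active = percent inhibition above a per-plate cutoff, the plate mean of test compounds plus 3 SD, cut at about 30% in these data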;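 also: 0% = DMSO wells with GLD-1 and probe and 100% = wells lacking GLD-1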
Bcl-xL primary: Bcl-xL (human) inhibition | Q07817 | GST-Bcl-xL / FITC-Bim BH3 peptide fluorescence polarization | inhibition, % at 10.9 µM | 0.7% of 320,000 active;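 active = inhibition above the mean of all tested compounds plus 3 SD, cutoff set per campaign, cut at about 30% in these data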;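 also: 0% = DMSO wells and 100% = unlabeled Bim-BH3 peptide competitor; inhibitors lower millipolarization by displacing the labeled peptide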
MEX-5 binding: C. elegans MEX-5 TCR-2 RNA binding activity | AID 1832 | MEX-5/FITC-TCR2 RNA binding, fluorescence polarization; stronger effect = lower value | Q9XUB2 | activity score (negative = inhibition of binding), % at 10 µM | 0.38% of 300,000 active;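 active = inhibition past about -25% in most replicates, and total fluorescence under double the plate's negative control median, limit read from the data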;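 also: 0% = DMSO and -100% = 5 µM competing unlabeled TCR2 RNA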
Target sequence (Q9XUB2 whole entry, looked up): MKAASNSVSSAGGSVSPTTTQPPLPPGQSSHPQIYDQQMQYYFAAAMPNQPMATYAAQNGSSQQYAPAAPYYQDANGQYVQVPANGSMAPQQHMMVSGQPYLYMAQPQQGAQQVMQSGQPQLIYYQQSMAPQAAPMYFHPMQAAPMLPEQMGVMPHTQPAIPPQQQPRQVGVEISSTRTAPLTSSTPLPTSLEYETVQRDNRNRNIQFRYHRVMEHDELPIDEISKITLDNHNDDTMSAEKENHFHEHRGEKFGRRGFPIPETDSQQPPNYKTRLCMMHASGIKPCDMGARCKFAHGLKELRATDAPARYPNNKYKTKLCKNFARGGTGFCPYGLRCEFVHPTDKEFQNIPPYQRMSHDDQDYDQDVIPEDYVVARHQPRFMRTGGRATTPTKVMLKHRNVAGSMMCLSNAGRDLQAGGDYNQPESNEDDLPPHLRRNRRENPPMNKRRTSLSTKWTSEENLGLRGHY
pPAFAH FP inh: pPAFAH (human) enzyme inhibition; Q13093; recombinant pPAFAH, FP-rhodamine probe fluorescence polarization; inhibition, % at 3.39 µM; 1.5% of 330,000 active; AID 463082;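 active = inhibition above the mean inhibition across the screen plus 3 SD, cut at about 25% in these data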;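 also: inhibitors block binding of the rhodamine activity-based probe so polarization drops; 0% = enzyme with DMSO and 100% = wells lacking pPAFAH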
PAFAH1B2 FP inh: blocks human PAF acetylhydrolase 1b catalytic subunit 2 | recombinant PAFAH1B2, FP-rhodamine activity probe, fluorescence polarization | P68402 | inhibition, % at 3.39 µM | 1.2% of 340,000 active | AID 492953;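 active = inhibition above the mean of all tested compounds plus 3 SD, cut at about 24% in these data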;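 also: 0% = enzyme with DMSO and 100% = wells lacking PAFAH1B2; many of its hits are not listed in these tables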
Target sequence (P68402 whole entry, looked up): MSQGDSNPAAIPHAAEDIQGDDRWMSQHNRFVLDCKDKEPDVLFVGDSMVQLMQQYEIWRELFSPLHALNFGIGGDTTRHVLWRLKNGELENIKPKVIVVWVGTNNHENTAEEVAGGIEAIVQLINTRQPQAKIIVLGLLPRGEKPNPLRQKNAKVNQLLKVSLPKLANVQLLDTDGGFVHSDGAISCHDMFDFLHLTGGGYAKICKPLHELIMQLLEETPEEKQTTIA
Fam108B counter: counter-screen for RBBP9 inhibitors: inhibitors of mouse Fam108B; inhibition, % at 9.51 µM; AID 1947; recombinant Fam108B, FP-Rh probe fluorescence polarization; 0.33% of 300,000 active;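 active = inhibition above the screen mean inhibition plus 3 SD, computed separately per campaign, cut at about 18% in these data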;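 also: inhibitors lower polarization as less probe binds the enzyme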
PME-1 primary: blocks human protein phosphatase methylesterase 1; Q9Y570; recombinant PME-1, FP-Rh probe fluorescence polarization; inhibition, % at 5.9 µM; 0.53% of 320,000 active;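 active = inhibition above the campaign mean of all compounds plus 3 SD, cut at about 26% in these data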;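 also: competitive labeling of PME-1 active site by serine hydrolase directed probe; 0% = PME-1 with DMSO and 100% = wells lacking PME-1 enzyme; inhibitors block probe labeling so polarization falls and inhibition rises; many of its hits are not listed in these tables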
Starred values were filed as active, the others as inactive; . = not tested or not shown. An excerpt. The share of hits here may be higher or lower than overall.

#	SMILES	AHR activator	MCL1-BIM inh	GLD-1 TGE inh	Bcl-xL primary	MEX-5 binding	pPAFAH FP inh	PAFAH1B2 FP inh	Fam108B counter	PME-1 primary
1	CN1C(c2ccc(F)cc2)=CS/C1=C(/C#N)c1nnc(N2CCOCC2)n1-c1ccccc1	0	1	1	-1	-1.2	5	1	2	0
2	COc1cc(NC(=O)c2cccc(COCC(F)(F)C(F)F)c2)cc(OC)c1OC	17	8	1	9	0.2	7	7	3	4
3	CCS(=O)(=O)N1CCN(S(=O)(=O)c2ccc3c(c2)OCCO3)CC1	11	6	4	-1	2.3	-7	5	3	3
4	Cc1ccc(SC(C)C(=O)Nc2cccnc2)cc1 (configuration not stated)	-1	2	1	7	-1.4	5	6	0	-1
5	COc1ccc(CNc2oc(-c3ccccc3)nc2C#N)cc1	4	6	1	0	-1.4	4	3	2	3
6	Cc1ccc(C(=O)C(OC(=O)CCC(=O)Nc2cccc(C)c2)c2ccccc2)cc1 (configuration not stated)	0	5	-2	6	0.0	3	11	-3	-1
7	Cc1ccc(/C=C2\SC(=S)N(C(Cc3ccccc3)C(=O)O)C2=O)cc1 (configuration not stated)	1	5	-2	24	-2.5	4	22	-1	-5
8	Nc1nnc(SCC(=O)OCC(=O)c2ccccc2Br)s1	1	-5	-9	-3	1.3	8	4	-5	-1
9	COc1ccc(-n2c(SCC(=O)Nc3sc4c(c3C#N)CCCC4)nnc2-c2ccccc2OC)cc1	4	-2	4	-2	3.8	2	-4	-1	-5
10	CC(/C=N/NC(=O)c1cccc([N+](=O)[O-])c1)=C\c1ccccc1	-2	5	-2	1	0.3	7	2	-2	-4
11	CC(=O)NC1(c2ccccc2)CCN(Cc2nnnn2C(C)(C)C)CC1	-1	-2	-1	-1	0.1	-1	-3	0	0
12	C[C@H](CO)N1C[C@H](C)[C@@H](CN(C)C(=O)NC2CCCCC2)Oc2ccc(NC(=O)c3ccncc3)cc2C1=O	1	.	6	.	.	3	2	.	.
13	CCCn1c(CCNc2nc(-c3ccc(Cl)c([N+](=O)[O-])c3)cs2)nc2cc(Cl)c(Cl)cc21	12	12	-2	3	0.8	10	8	12	-2
14	COc1ccc(-c2nnnn2C)cc1S(=O)(=O)NCc1ccccc1	0	-6	-2	-2	-0.2	-1	-4	-1	-4
15	COc1cccc(/C=C/C(=O)c2ccc3c(c2)OCCO3)c1OC	7	2	0	5	0.1	2	1	3	1
16	COc1cc2[nH]c(=O)n(CCC(=O)NC3CCCC3)c(=O)c2cc1OC	-2	4	-5	3	-0.8	0	4	0	2
17	COC(=O)c1ccc(CN2CCCC(CCC(=O)NCc3ccc(C)o3)C2)cc1 (configuration not stated)	-1	-6	5	-8	6.9	7	3	-1	0
18	Cc1c(Cc2ccccc2)c(=O)oc2c(CN(C)C)c(O)c(Cl)cc12	4	9	3	6	1.6	2	2	3	1
19	COc1ccc(NC(=O)CC2CC3CCC2C3)cn1 (configuration not stated)	4	5	5	7	-1.9	-1	6	-6	-2
20	CS(=O)(=O)c1ccc2nc(NC(=O)CCC(=O)c3cccs3)sc2c1	52*	-3	-4	3	1.0	2	7	-1	1
21	COc1ccccc1NC(=O)COc1cc(C)nc(C(C)C)n1	5	2	-3	6	0.7	-1	1	2	-9
22	COc1ccccc1NC(=O)Nc1nnc(C(C)C)s1	60*	5	5	0	-0.7	9	5	-1	0
23	CCSc1ncnc2c1sc1nc3c(cc12)COC(C)(C)C3	-8	9	3	8	-1.5	2	-3	0	2
24	O=C(O)CCC(=O)N1CCN(c2ncccc2C(F)(F)F)CC1	0	1	-2	-4	0.9	0	1	-7	5
25	N#CCC(=O)N/N=C/c1cccc(Oc2ccccc2)c1	2	5	-11	2	2.5	3	2	1	-5

A draw from above in order of formula weight, rising.
#	SMILES	AHR activator	MCL1-BIM inh	GLD-1 TGE inh	Bcl-xL primary	MEX-5 binding	pPAFAH FP inh	PAFAH1B2 FP inh	Fam108B counter	PME-1 primary
19	COc1ccc(NC(=O)CC2CC3CCC2C3)cn1 (configuration not stated)	4	5	5	7	-1.9	-1	6	-6	-2
4	Cc1ccc(SC(C)C(=O)Nc2cccnc2)cc1 (configuration not stated)	-1	2	1	7	-1.4	5	6	0	-1
25	N#CCC(=O)N/N=C/c1cccc(Oc2ccccc2)c1	2	5	-11	2	2.5	3	2	1	-5
22	COc1ccccc1NC(=O)Nc1nnc(C(C)C)s1	60*	5	5	0	-0.7	9	5	-1	0
10	CC(/C=N/NC(=O)c1cccc([N+](=O)[O-])c1)=C\c1ccccc1	-2	5	-2	1	0.3	7	2	-2	-4
21	COc1ccccc1NC(=O)COc1cc(C)nc(C(C)C)n1	5	2	-3	6	0.7	-1	1	2	-9
24	O=C(O)CCC(=O)N1CCN(c2ncccc2C(F)(F)F)CC1	0	1	-2	-4	0.9	0	1	-7	5
18	Cc1c(Cc2ccccc2)c(=O)oc2c(CN(C)C)c(O)c(Cl)cc12	4	9	3	6	1.6	2	2	3	1
14	COc1ccc(-c2nnnn2C)cc1S(=O)(=O)NCc1ccccc1	0	-6	-2	-2	-0.2	-1	-4	-1	-4
16	COc1cc2[nH]c(=O)n(CCC(=O)NC3CCCC3)c(=O)c2cc1OC	-2	4	-5	3	-0.8	0	4	0	2
7	Cc1ccc(/C=C2\SC(=S)N(C(Cc3ccccc3)C(=O)O)C2=O)cc1 (configuration not stated)	1	5	-2	24	-2.5	4	22	-1	-5
8	Nc1nnc(SCC(=O)OCC(=O)c2ccccc2Br)s1	1	-5	-9	-3	1.3	8	4	-5	-1
20	CS(=O)(=O)c1ccc2nc(NC(=O)CCC(=O)c3cccs3)sc2c1	52*	-3	-4	3	1.0	2	7	-1	1
17	COC(=O)c1ccc(CN2CCCC(CCC(=O)NCc3ccc(C)o3)C2)cc1 (configuration not stated)	-1	-6	5	-8	6.9	7	3	-1	0
2	COc1cc(NC(=O)c2cccc(COCC(F)(F)C(F)F)c2)cc(OC)c1OC	17	8	1	9	0.2	7	7	3	4
1	CN1C(c2ccc(F)cc2)=CS/C1=C(/C#N)c1nnc(N2CCOCC2)n1-c1ccccc1	0	1	1	-1	-1.2	5	1	2	0
12	C[C@H](CO)N1C[C@H](C)[C@@H](CN(C)C(=O)NC2CCCCC2)Oc2ccc(NC(=O)c3ccncc3)cc2C1=O	1	.	6	.	.	3	2	.	.

New compounds follow
#	SMILES	AHR activator	MCL1-BIM inh	GLD-1 TGE inh	Bcl-xL primary	MEX-5 binding	pPAFAH FP inh	PAFAH1B2 FP inh	Fam108B counter	PME-1 primary
26	Nc1ccc(SC(F)(F)F)cc1C(=O)c1ccccc1	1	-3	6	2	-0.2	9	3	-4	-9
27	Cc1ccc(NC(=O)N2CCCC2C(=O)NCC2CCCCC2)cc1 (configuration not stated)	0	-4	-5	-2	2.7	4	-1	0	0
28	CC(NC(=O)c1cccs1)C1CCCO1 (configuration not stated)	2	5	3	5	0.4	2	4	4	-3
29	COc1ccccc1CNC(=O)c1cn(C)c2ccc(S(=O)(=O)N3CCCCC3)cc2c1=O	0	4	-1	8	-1.1	-1	.	-4	-6
30	NC(=O)C1=C[C@@H](c2ccc(Br)cc2)C[C@@H](OCCCCO)O1	0	7	-2	-2	-1.2	-5	4	-1	1
31	Cc1nnc(SCC(=O)N(C)c2c(N)n(Cc3ccccc3)c(=O)[nH]c2=O)n1Cc1ccccc1	0	-6	1	1	-0.1	-7	2	-3	-17
32	CN(C(=O)CSc1nc(N)cc(N)n1)C1CCS(=O)(=O)C1 (configuration not stated)	2	0	-1	2	-0.7	3	0	0	-2
33	COc1cc(CNCc2ccccc2Cl)ccc1OCC(=O)NC1CCCCC1	-3	-2	-2	1	-2.3	9	-3	-2	2
34	COC(=O)C(NC(=O)C(C)NC(=O)OCc1ccccc1)C(C)C (configuration not stated)	-2	-2	1	6	-2.9	1	4	1	0
35	Cc1onc(-c2c(Cl)cccc2Cl)c1C(=O)N=C(N)N1CCOCC1	0	0	5	3	0.3	0	-2	2	-1
36	CCOC(=O)N1CCN(S(=O)(=O)c2ccc(OCC(=O)OC)cc2)CC1	-2	-6	-8	2	.	7	0	-3	2
37	Cn1c(=O)c2c(nc(CN3CCN(c4ccc(F)cc4)CC3)n2Cc2ccccc2F)n(C)c1=O	0	-2	9	1	-1.7	-1	5	-1	-1
38	Cc1onc(-c2ccccc2)c1C(=O)Nc1ccc(S(=O)(=O)Nc2nccs2)cc1	3	-5	2	3	-1.0	2	9	2	3
39	O=C(NCCN1CCOCC1)c1cc2cc([N+](=O)[O-])ccc2s1	19	12	7	5	-0.9	4	0	3	1
40	CCCCCn1c(=O)[nH]c2cc(C(=O)NCc3ccco3)ccc2c1=O	9	-1	-1	1	0.7	1	2	-3	-8
41	O=C(Nc1ccc(F)cc1Cl)C1CCN(C(=O)Nc2ccccc2)CC1	-1	6	10	6	-0.4	1	0	1	-1
42	Cc1cc(NC(=O)CCC(=O)N(c2ccccc2F)C(C(=O)NC2CCCC2)c2ccccc2)no1 (configuration not stated)	0	21	3	1	-1.0	-8	0	-6	17
43	O=C(NC1CC1)c1ccc(NS(=O)(=O)c2ccc(F)cc2)cc1	1	-10	8	-2	0.0	-1	-2	-3	-3
44	Cc1ccnc2nc(C(=O)Nc3ccc4c(c3)OCO4)nn12	-1	-8	3	-5	-4.3	0	-4	-3	-5
45	Cc1ccc(C)c(N2CCN(c3cnn(-c4nc5ccccc5s4)c(=O)c3Cl)CC2)c1	5	1	4	7	0.8	4	3	1	-4
46	COc1ccc(NC(=O)CNS(=O)(=O)c2cccc3nonc23)c(OC)c1	19	5	3	8	-1.4	5	1	-2	1
47	CC(=O)c1ccc(NC(=S)N2c3ccccc3CC2C)cc1 (configuration not stated)	18	9	9	15	3.1	9	9	2	6
48	CSc1ccc(C#N)cc1NC(=O)c1ccccc1C	28	1	6	-3	1.5	-10	2	4	-3
49	O=C(COC(=O)CNC(=O)c1ccccc1)Nc1ccc(Cl)cn1	0	.	0	.	.	-4	1	.	.
50	COc1cc(CCC(=O)N2CCN(c3ccc([N+](=O)[O-])cc3)CC2)cc(OC)c1OC	-3	-6	3	-2	1.2	-1	1	0	1
51	CCC(C)Sc1nc2c(c(=O)[nH]c(=O)n2C)n1Cc1ccccc1Cl (configuration not stated)	-1	-18	0	-3	1.1	4	0	3	0

Single records (already shown). Values in the order: AHR activator | MCL1-BIM inh | GLD-1 TGE inh | Bcl-xL primary | MEX-5 binding | pPAFAH FP inh | PAFAH1B2 FP inh | Fam108B counter | PME-1 primary
COc1ccccc1CNC(=O)c1cn(C)c2ccc(S(=O)(=O)N3CCCCC3)cc2c1=O is entered as 0 | 4 | -1 | 8 | -1.1 | -1 | . | -4 | -6
CC(=O)c1ccc(NC(=S)N2c3ccccc3CC2C)cc1 (configuration not stated) is entered as 18 | 9 | 9 | 15 | 3.1 | 9 | 9 | 2 | 6

High-throughput results deposited in PubChem by several laboratories.
